# Mtb RmlCD inh – M. tuberculosis RmlC/RmlD coupled enzyme inhibitors, primary screen, biochemical, compound mixtures, 384-well, from 1536-well plates. dTDP-4-dehydrorhamnose reductase (Mycobacterium tuberculosis (strain ATCC 25618 / H37Rv)) …. RmlC+RmlD coupled enzyme assay, percent inhibition; primary screen in compound mixtures. inhibition, % at 3.6 µM. 160,000 tested, 0.03% active; in the data active = inhibition mostly above about 34%, no sharp cut-off; also: some results filed as inactive read as strong as hits
# Target sequence (P9WH09 whole entry, looked up): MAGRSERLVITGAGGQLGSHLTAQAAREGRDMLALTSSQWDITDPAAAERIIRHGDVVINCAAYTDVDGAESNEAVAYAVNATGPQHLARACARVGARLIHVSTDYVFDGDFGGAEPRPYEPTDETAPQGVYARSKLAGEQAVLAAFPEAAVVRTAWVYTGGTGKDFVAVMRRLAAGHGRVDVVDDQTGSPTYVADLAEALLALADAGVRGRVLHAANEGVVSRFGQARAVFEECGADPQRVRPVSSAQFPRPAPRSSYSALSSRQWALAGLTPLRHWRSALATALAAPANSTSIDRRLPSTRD
# Target sequence (P9WH11 whole entry, looked up): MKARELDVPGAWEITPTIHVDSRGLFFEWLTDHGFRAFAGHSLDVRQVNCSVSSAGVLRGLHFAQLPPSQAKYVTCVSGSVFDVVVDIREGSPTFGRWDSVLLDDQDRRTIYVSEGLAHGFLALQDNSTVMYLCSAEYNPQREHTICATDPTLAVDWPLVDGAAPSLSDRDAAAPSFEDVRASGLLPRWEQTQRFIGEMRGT
# M. tuberculosis GlmU – inhibition of mycobacterial GlmU enzyme – biochemical, glucosamine-1-phosphate acetyltransferase (AID 1376) | inhibition, %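 (tested at 30 µM in the primary screen)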, or IC50 in µM where a hit was titrated | 220,000 tested, 0.25% active | M. tuberculosis GlmU acetyltransferase enzyme assay; higher % means a stronger effect; in the data active = inhibition above about 13%;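 also: 0% = complete reaction with vehicle and 100% = reaction without substrate; strong numbers were not always called active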
# * hit, by the source's call; . = no result given. A portion of the library (hit frequency here may not be typical).
molecule	Mtb RmlCD inh	M. tuberculosis GlmU
Cc1cc2c(ncn2C)c(NS(=O)(=O)c2cc(Cl)ccc2Cl)c1C	.	7.5%
CC(=O)Cc1nsc(Nc2ccc3c(c2)OCCO3)n1	.	0.7%
CCCCc1ccc(NC(=O)C(=O)NCCN2CCN(Cc3ccc([N+](=O)[O-])cc3)CC2)cc1	.	2.8%
CC(C)OC(=O)c1c(N)n(CC2CCCO2)c2nc3ccccc3nc12 (stereo not given)	-10.0	-0.6%
NC(=O)Nn1c(CCC(=O)O)ccc1-c1ccc(F)cc1	.	3.3%
CN1C(C(=O)NCc2ccccc2)CC2Cn3c(nc4cc(Cl)c(Cl)cc43)C21 (stereo not given)	.	-0.5%
CN1CCN(c2cc3c(c4c2[nH]c2ccccc24)C(=O)CC(C)(C)C3)CC1	4.6	-2.9%
Cc1ccc(NC(=O)CN(C)S(=O)(=O)c2cccc3nsnc23)cc1Cl	-5.2	3.3%
Cc1cc(C)n2nc3nc4c(cc3c2n1)CCCC4	40.3	1.7%
Cc1ccc(CSCCNS(=O)(=O)c2ccccc2)cc1	-13.0	2.3%
CC(C)(C)OC(=O)NCCc1nnc(SCc2ccc(Cl)cc2)o1	-0.5	10.8%
c1ccc(-c2cc(N3CCCCC3)ncn2)cc1	5.5	-7.6%
O=C(OCc1nnc(-c2ccccc2)o1)C1CC(=O)N(Cc2ccco2)C1 (stereo not given)	4.9	-1.8%
CSc1ccc(CNCC(O)c2ccccc2)cc1 (stereo not given)	4.2	-2.9%
c1ccc(-n2ncc3c(N4CCN(CCOc5cccc6ccccc56)CC4)ncnc32)cc1	7.8	1.8%
COCCn1cnnc1SCC(=O)Nc1ccc(Br)cc1F	6.9	-2.9%
Cc1cc(C)n2nc(SCc3cc(=O)oc4cc(O)ccc34)nc2n1	-5.7	2.6%
CC(C)(C)NC(=O)C(c1ccco1)N(Cc1ccc2c(c1)OCO2)C(=O)Cn1nnc2ccccc21 (stereo not given)	62.5	0.1%
O=c1c2ccccc2nc(-c2ccoc2)n1-c1ccccc1	14.0	-0.5%
Cc1ccc(CN2CCNC(=O)C2CC(=O)NCC(F)(F)F)o1 (stereo not given)	-8.9	-3.5%
COC(=O)C1(C)NC(c2cccs2)C2C(=O)N(c3ccc(F)cc3)C(=O)C21 (stereo not given)	4.3	-3.9%
N#Cc1ccc(COC(=O)C2CCC(=O)N2)cc1 (stereo not given)	.	1.3%
CCn1cnc2cc(NCc3nc4ccccc4n3Cc3ccccc3)ccc21	.	-0.8%
O=C(Nc1ccon1)c1ccccc1F	.	-0.1%
O=S(=O)(NC1CCCC1)c1cccc(-c2nnc(-c3ccccc3)o2)c1	.	-0.5%
Cc1nc(N2CCCCC2)c2c(C)c(C(=O)Nc3cccc(C(F)(F)F)c3)sc2n1	7.0	-4.6%
Cc1ccc(SCCNC(=O)c2ccc(C)c(S(=O)(=O)Nc3ccccc3C)c2)cc1	-2.5	-1.9%
CC1(C)NC(=O)N(CC(O)COc2ccc(N3C(=O)c4ccccc4C3=O)cc2)C1=O (stereo not given)	-7.7	4.0%
CCn1cc(C(=O)O)c(=O)c2cc(F)c(N3CCN(C(=O)Nc4ccccc4)CC3)cc21	24.4	2.1%
O=C(/C=C/c1ccc(F)cc1)NCCNC(=O)/C=C/c1ccc(F)cc1	-2.7	-1.1%
COc1ccccc1C(=O)Nc1ccc(N2CCN(S(C)(=O)=O)CC2)cc1	5.6	5.7%
NCC(=O)Nc1ccc(Br)cc1	3.0	-4.6%
COc1cccc(/C=N/NC(=O)CSc2ccccc2C)c1O	.	0.6%
Cc1ccc(Cn2c(=N)n(CC(O)COc3ccccc3)c3ccccc32)cc1 (stereo not given)	-4.5	-5.7%
CCSc1nnc(NC(=O)[C@@H](NC(=O)c2ccccc2)C(C)C)s1	55.4	-0.3%
Cc1ccc(-n2c(C)cc3c2CC(C)(C)CC3=O)cc1C	-5.0	5.0%
Cc1cc(NC(=O)C2CC2)ncc1NC(=O)c1ccccn1	.	0.4%
COc1ccc2nc(NC(=O)C3CCCN(S(=O)(=O)c4cccc5nsnc45)C3)sc2c1 (stereo not given)	-12.7	1.1%
CCOc1cc(/C=N/Nc2cccc(C(=O)O)c2)ccc1OCC(=O)N1CCCCC1	-15.9	-4.6%
COc1ccc(N2CCN(C(=O)NC3CC(=O)N(c4ccc(OC)cc4)C3)CC2)cc1 (stereo not given)	3.0	2.9%
Cc1cccc(NC(=O)CCCn2c(=S)[nH]c3ccccc3c2=O)c1	13.8	1.5%
Cc1cccc(/C=N/Nc2ccc3ccccc3n2)c1	-9.7	-5.6%
CC(C)N(C)S(=O)(=O)c1ccc(Cl)c(C(=O)O)c1	4.9	-6.3%
O=C(c1ccccc1)N1CC(COc2ccccc2)OC(c2ccco2)O1 (stereo not given)	-14.7	6.7%
O=C(OC(c1ccc(NS(=O)(=O)c2ccccc2)cc1)(C(F)(F)F)C(F)(F)F)c1ccccc1	10.9	-3.5%
COc1ccc(-c2n[nH]c3c2C(c2ccc(OC)c(OC)c2)N(c2ccccc2)C3=O)cc1 (stereo not given)	1.8	3.3%
COc1ccc(NC(=O)CN2C(=O)C(C)SC(C)C2=O)cc1 (stereo not given)	55.7	2.1%
CC(NC(=O)C(Cc1ccccc1)N1C(=O)C2C3CCC(C3)C2C1=O)c1ccccc1 (stereo not given)	.	2.8%

# Given as labelled records: part of the list above
Cc1cc(NC(=O)C2CC2)ncc1NC(=O)c1ccccn1
  Mtb RmlCD inh: . | M. tuberculosis GlmU: 0.4%
COc1ccc2nc(NC(=O)C3CCCN(S(=O)(=O)c4cccc5nsnc45)C3)sc2c1 (stereo not given)
  Mtb RmlCD inh: -12.7 | M. tuberculosis GlmU: 1.1%

# Next structures.
# Values run as follows: Mtb RmlCD inh	M. tuberculosis GlmU
- C=CCn1c(SCC(=O)Nc2nnc(C)s2)nnc1-c1cccnc1
 : 9.2	-5.4%
- COc1ccc(Oc2ccc(/C=C/C(=O)c3ccc(O)cc3)cc2[N+](=O)[O-])cc1
 : .	1.4%
- Cc1ccc(/C=C/C(=O)Nc2ccc([N+](=O)[O-])c(NC(=O)/C=C/c3ccc(C)o3)c2)o1
 : .	0.1%
- Cc1noc(C)c1COC(=O)c1ccc2c(c1)S(=O)(=O)c1ccccc1C2=O
 : .	2.6%
- CCOc1cc(/C=C2/N=C(C)C(C(=O)OC)=C2O)ccc1O
 : -14.4	9.5%
- COCCN1C(=O)c2oc3c(C)cc(C)cc3c(=O)c2C1c1cccc(O)c1 (stereo not given)
 : 8.6	2.2%
- CC1CCN(C(=O)CSc2nnc(Cc3cccn3C)n2-c2ccc(F)cc2)CC1
 : 7.6	4.7%
- COC(=O)CN1C(=O)C2(C(C#N)=C(N)Oc3ccccc32)C2=C1CC(C)(C)CC2=O (stereo not given)
 : -0.5	-6.9%
- Cn1c(=O)c2c(nc(N3CCN(Cc4ccccc4)CC3)n2CC(=O)c2ccccc2)n(C)c1=O
 : .	0.4%
- CCOc1ccc(-n2c(O)c(/C=N/c3ccnn3Cc3ccncc3)c3ccccc3c2=O)cc1
 : -10.4	-0.7%
- Cc1cc(Cl)ccc1NNC(N)=S
 : 15.9	-0.7%
- S=c1[nH]nc(-c2ccco2)n1/N=C/c1c(Cl)cccc1Cl
 : .	-2.3%
- CC(C)C(=O)Nc1ccc(Sc2ccc(F)cc2)cc1
 : .	-2.1%
- COc1cccc(C(=O)Oc2ccc3c(C)cc(=O)oc3c2C(C)=O)c1
 : -12.1	4.4%
- COc1ccc(C(=O)NC(=S)Nc2nc(C)cc(C)n2)cc1Br
 : .	13.4%*
- COC(=O)c1ccccc1NC1CC(=O)N(c2c(C)cccc2C)C1=O (stereo not given)
 : .	0.0%
- CCONC(=O)Nc1ccccc1
 : 12.0	-6.2%
- Cc1cc(C)c2c3c(sc2n1)C(=O)N(c1ccccc1C)CC(=O)N3
 : 1.6	2.8%
- O=C(c1ccccc1)C1C(=O)c2ccccc2C1=O
 : -13.3	4.9%
- COc1ccc(CCCc2nnc(SCC(=O)Nc3cc(C)ccc3C)o2)cc1
 : .	-3.6%
- Cc1cc[n+](C2=C([O-])c3ccccc3C(=O)/C2=N\S(=O)(=O)c2cccs2)cc1C
 : -14.2	-0.9%
- Cc1ccc(NC(=O)c2cc3nc(C)cc(C)n3n2)cc1
 : .	3.9%
- CCN(C(=O)CN1CCN(c2ccccc2OC)CC1)c1c(N)n(Cc2ccccc2)c(=O)[nH]c1=O
 : .	0.9%
- CC1CCCN(S(=O)(=O)c2cccc(-c3cn4cccnc4n3)c2)C1 (stereo not given)
 : 31.7	.
- COc1ccc(NC(=O)/C=C2\SC(=O)NC2=O)cc1
 : .	-3.0%
- O=C(CCc1nnc(Cc2ccc3c(c2)OCO3)o1)NC(c1ccccn1)C(F)(F)F (stereo not given)
 : 6.5	3.0%
- CCNC(=S)NCCC1=c2ccccc2=N/C1=C\c1c(O)n(C)c(=O)n(C)c1=O
 : 13.6	0.1%
- Cc1cc(N2C(=O)C(=O)/C(=C(/O)c3ccc(F)cc3)C2c2cccc(Br)c2)no1 (stereo not given)
 : .	2.3%
- CCCOC(=O)COC(=O)c1ccccc1NC(=O)c1ccccc1
 : 0.3	0.3%
- O=S(=O)(Nc1ncnc2c1oc1ccccc12)c1ccc(Cl)s1
 : .	2.3%
- O=C(CN1C(=O)NC2(CCCCC2)C1=O)N1CCc2ccccc2C1
 : -5.8	-0.4%
- CCCOC(=O)C1C2C=CC(C2)C1C(=O)OCC(=O)c1ccccc1 (stereo not given)
 : .	-3.4%
- O=C(Nc1cccc2ccccc12)N1CCN(c2ccccc2)CC1
 : -8.2	6.6%
- CCOC(=O)N1CCN(S(=O)(=O)c2ccc(OC)c(Cl)c2Cl)CC1
 : 34.6	-4.5%
- CCN(CC(=O)Nc1ccccc1Br)Cc1nc2ccccc2c(=O)[nH]1
 : .	2.9%
- COCCNC(=O)C(c1ccncc1)N(C(=O)Cn1nnc2ccccc21)c1ccc(OC)cc1 (stereo not given)
 : -14.0	3.4%
- CN(CC(=O)NCc1ccncc1)S(=O)(=O)c1ccc(F)cc1
 : -4.4	1.4%
- O=C1C=C(c2ccccc2)CC(/C=C/c2ccccc2)C1 (stereo not given)
 : -15.7	6.4%
- COc1ccc(-c2nc(C(N)=O)c3[nH]c(=O)n(-c4cccc(C)c4)c3n2)c(OC)c1
 : 40.2	4.1%
- O=C(CC1CS(=O)(=O)CC1CC(=O)Oc1ccccc1F)Oc1ccccc1F (stereo not given)
 : -5.0	-1.6%

# Next section; it opens with the six that closed the last part.
# Values run as follows: Mtb RmlCD inh	M. tuberculosis GlmU
- CCN(CC(=O)Nc1ccccc1Br)Cc1nc2ccccc2c(=O)[nH]1
 : .	2.9%
- COCCNC(=O)C(c1ccncc1)N(C(=O)Cn1nnc2ccccc21)c1ccc(OC)cc1 (stereo not given)
 : -14.0	3.4%
- CN(CC(=O)NCc1ccncc1)S(=O)(=O)c1ccc(F)cc1
 : -4.4	1.4%
- O=C1C=C(c2ccccc2)CC(/C=C/c2ccccc2)C1 (stereo not given)
 : -15.7	6.4%
- COc1ccc(-c2nc(C(N)=O)c3[nH]c(=O)n(-c4cccc(C)c4)c3n2)c(OC)c1
 : 40.2	4.1%
- O=C(CC1CS(=O)(=O)CC1CC(=O)Oc1ccccc1F)Oc1ccccc1F (stereo not given)
 : -5.0	-1.6%
- CC(c1nnc(Sc2nnnn2-c2ccccc2)n1-c1ccc(F)cc1)N(C)C (stereo not given)
 : 3.9	1.3%
- Cc1sc2ncnc(OCC(=O)N3CCN(S(=O)(=O)c4ccccc4)CC3)c2c1C
 : 19.3	-1.4%
- COC(=O)c1cccc(C23CC4(C2)[C@H](CN(Cc2cccnc2)[C@@H]4c2ccccc2)C3c2ccc(Cl)nc2)c1 (stereo not given in full)
 : -8.6	3.0%
- CN(CCC#N)C(=O)COC(=O)/C=C/c1cccs1
 : 7.4	-1.0%
- O=C(O)c1cccc(Nc2ncnc3ccccc23)c1
 : .	7.5%
- CCCCC(=O)Nc1ccc(C(=O)NNC(=O)c2cccs2)cc1
 : 1.9	3.9%
- COc1ccc(/C=C(\C#N)C(=O)OCCNC(=O)c2ccncc2)cc1
 : 6.1	-6.1%
- COc1cc(=O)n(C)c2ccccc12
 : 11.0	4.6%
- COc1ccc(C(=O)c2ccc(OC)c(OC)c2)cc1
 : .	5.0%
- CCOC(=O)c1ccc(N=Cc2c(O)n(-c3ccccc3F)c(=S)[nH]c2=O)cc1
 : -17.6	1.8%
- NS(=O)(=O)c1cccc(NC(=O)COC(=O)Cn2cnc3ccccc32)c1
 : .	0.3%
- COC(=O)c1ccc(CN2C(=O)C3CCCCC3C2=O)o1 (stereo not given)
 : -6.6	-2.2%
- O=C(COc1ccccc1C(=O)O)Nc1ccc(SC(F)F)cc1
 : .	-6.0%
- NC(=O)CC(NC(=O)Cc1ccc(Br)cc1)c1ccc(N2CCN(c3ccccc3)CC2)c([N+](=O)[O-])c1 (stereo not given)
 : -9.8	2.0%
- O=C(c1ccco1)c1cc2c(ccc3ccccc32)oc1=O
 : .	-4.7%
- Cc1sc2c(c1C)C(=O)/C(=C\Nc1ccccn1)S(=O)(=O)N2C
 : 12.6	0.5%
- COc1cc(NC(=O)COC(=O)CNC(=O)c2cc(C)cc(C)c2)c(C)cc1[N+](=O)[O-]
 : .	-3.1%
- Cc1ccccc1NC(=O)C1Cc2ccccc2CN1C(=O)OCc1ccccc1 (stereo not given)
 : 7.7	0.6%
- Cc1cc(NC(=O)C2CCCCC2)nc2c1c(=O)oc1ccccc12
 : -9.4	7.2%
- COc1ccc(NC(=O)CSc2nnc(-c3cccs3)n2C)cc1OC
 : 7.3	4.1%
- CC(C)(C)c1ccc(S(=O)(=O)C(C)(C)C)cc1
 : .	-3.2%
- O=C(O)c1ccc2nnn(O)c2c1
 : 1.1	-0.6%
- O=c1[nH]n2c(=O)c3c([nH]c2c1N=Nc1ccccc1)CCC3
 : -1.4	1.4%
